LDHA block: inhibitors of human lactate dehydrogenase A; P00338; purified LDHA, NADH/diaphorase-resazurin fluorescence; stronger effect = lower value; activity change, % (values are at about 110 or 230 µM); hit rate 0.15% among 480,000; in the data active = activity change below about -30%; inconclusive = mostly about -25% to -30%;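 note: plate controls were DMSO wells for no effect and wells without enzyme for full effect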
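Human LDH5 at 2 nM final in Tris HCl pH 7.4 with 0.06 mM NADH and 0.2 mM pyruvate, reacted 5 minutes at room temperature. Remaining NADH coupled via diaphorase/resazurin; resorufin fluorescence read at 0 and 20 minutes, normalized to enzyme-free and DMSO wells.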
RXFP1 agonist: agonists of human relaxin receptor RXFP1; Q9HBX9; HEK293T-RXFP1 cAMP TR-FRET, 30 min; response scale: percent of porcine relaxin response, buffer zero; Potency, µM (series often up to 57.5 µM), inactives show at the top dose activation, actives largely listed as activators; hit rate 0.3% among 370,000; note: potency is the fitted concentration of half-maximal effect; % is set by controls: 0 for no effect and ±100 for the full control effect; nearly all actives have a fitted effect of over 60% in size; many of its hits are not listed in these tables
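HEK293 cells stably expressing RXFP1, treated 30 min at 37C with compounds plus PDE4 inhibitor Ro 20174; cAMP measured by HTRF TR-FRET. Normalized to buffer and 29 nM porcine relaxin; EC50 by Hill fit.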
USP1 inh: inhibitors of human USP1/UAF1 deubiquitinase; Potency, µM (titrated, usually from 57.1 µM), inactives show at the highest dose activity change, negative = inhibition, actives largely listed as inhibitors; O94782; hit rate 0.23% among 390,000; recombinant USP1/UAF1, Ub-Rhodamine cleavage fluorescence; note: potency is the fitted concentration of half-maximal effect; % is set by controls: 0 for no effect and ±100 for the full control effect; nearly all actives have a fitted effect of over 60% in size; inactives centre near -12
Target sequence (O94782 whole entry, looked up): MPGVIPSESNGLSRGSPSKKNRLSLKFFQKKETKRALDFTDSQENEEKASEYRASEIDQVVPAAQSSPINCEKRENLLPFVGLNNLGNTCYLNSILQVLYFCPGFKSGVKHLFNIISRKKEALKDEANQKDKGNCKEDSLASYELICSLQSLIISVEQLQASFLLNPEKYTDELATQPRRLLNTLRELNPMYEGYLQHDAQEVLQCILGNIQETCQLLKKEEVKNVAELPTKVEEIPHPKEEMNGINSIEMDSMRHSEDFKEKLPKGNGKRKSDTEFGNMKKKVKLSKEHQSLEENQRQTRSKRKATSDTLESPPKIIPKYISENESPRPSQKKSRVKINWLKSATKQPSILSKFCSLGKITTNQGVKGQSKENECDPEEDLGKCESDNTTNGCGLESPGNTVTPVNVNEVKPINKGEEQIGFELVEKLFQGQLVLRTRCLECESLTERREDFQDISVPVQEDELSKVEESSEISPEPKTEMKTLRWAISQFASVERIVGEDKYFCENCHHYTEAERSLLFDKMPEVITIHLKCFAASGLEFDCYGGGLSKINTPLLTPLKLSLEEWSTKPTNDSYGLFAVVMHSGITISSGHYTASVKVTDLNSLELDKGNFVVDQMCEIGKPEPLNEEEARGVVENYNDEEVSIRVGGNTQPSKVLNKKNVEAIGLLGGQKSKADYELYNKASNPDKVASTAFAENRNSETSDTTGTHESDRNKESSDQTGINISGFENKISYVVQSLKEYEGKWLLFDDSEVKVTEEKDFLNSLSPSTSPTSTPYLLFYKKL
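USP1/UAF1 complex (1 nM) preincubated 15 min at room temperature with compound, then Ub-Rho substrate (150 nM final) added. Kinetic fluorescence at 480/540 nm over 6 reads at 60 s intervals; 50 mM HEPES pH 7.8, 0.5 mM EDTA, 0.1 mg/ml BSA, 1 mM TCEP, 0.01% Tween-20.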
GRP78 ERSR act: ER stress response induction in glioma | U87-MG GRP78 promoter luciferase reporter, 16 h | Potency, µM, without a hit: at the top dose activation, most hits filed as activators | hit rate 0.02% among 420,000 | AID 602332; note: potency is the fitted concentration of half-maximal effect; series mostly up to about 76 µM; % of control where 0% means no effect; nearly all actives have a fitted effect of over 35% in size
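Stably transfected U87-MG glioma cells carrying a GRP78-based luciferase sensor; 16 h compound incubation. Luminescence end-point read 10 min after Bright-Glo addition at room temperature.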
Vif-A3G inh: Vif-A3G binding inhibition | Q9HC16 | HeLa A3G-eYFP + Vif (tagged APOBEC3G with the HIV-1 protein that degrades it), YFP fluorescence, overnight | Potency, µM (titrated, usually from 46.1 µM), inactives show at the top dose activity, negative = active, usual class: inhibitors | hit rate 0.076% among 410,000;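 note: potency is the fitted concentration of half-maximal effect; % is set by controls: 0 for no effect and ±100 for the full control effect; nearly all actives have a fitted effect of over 60% in size; hits raise eYFP signal because A3G escapes Vif-driven loss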
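Read-out is eYFP fluorescence (Ex 488/Em 500-530) from Vif-expressing HeLa A3G-eYFP cells; more signal means A3G escaped Vif-mediated degradation. Cells plated overnight, compound pinned in, incubated overnight at 37 deg C.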
TrxR1 substrate: rat thioredoxin reductase 1 substrate activity. O89049. purified TrxR1 substrate turnover, NADPH consumption readout. Potency, µM (series often up to 114 µM), inactives show top-dose activity change, negative = substrate turnover. hit rate 0.01% among 390,000. AID 588456; note: potency is the fitted concentration of half-maximal effect; % is set by controls: 0 for no effect and ±100 for the full control effect; nearly all actives have a fitted effect of over 50% in size
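Rat TrxR1, dispensed at 90 nM, was prereduced with 400 uM NADPH (final) for 5 min at ~22 deg C, then incubated with compound 15 min before 400 uM selenite. A first-read NADPH fluorescence drop versus no-compound background flagged substrates.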
PI4K2A inh: blocks human PI4K2A kinase activity; Q9BTU6; purified PI4K2A, ADP-Glo luminescence, 1 h; stronger effect = lower value; activity change, negative = inhibition, % at 76.9 µM; hit rate 0.13% among 420,000; AID 1346378; in the data active = activity change below about -50%; inconclusive = mostly about -30% to -49%;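 note: -100% = wells without enzyme as full effect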
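In this quantitative HTS, ADP production by PI4K2A was quantified luminescently after 1 h at ambient temperature; 100 microM adenosine served as plate-quality control.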
IDH1 R132H inh: human IDH1 R132H inhibition | O75874 | IDH1-R132H enzyme, NADPH consumption, diaphorase/resazurin fluorescence | Potency, µM (top dose mostly 76.6 µM), for inactives: at the highest dose activity change, negative = inhibition, most hits filed as inhibitors | hit rate 0.093% among 390,000; note: potency is the fitted concentration of half-maximal effect; % is set by controls: 0 for no effect and ±100 for the full control effect; nearly all actives have a fitted effect of over 65% in size
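IDH1-R132H (0.5 ug/mL) preincubated 30 min with compound, then NADPH (0.016 mM) and alpha-KG (2 mM) added; 80 min at RT, pH 7.5. Remaining NADPH coupled via diaphorase/resazurin to fluorescence (540/590 nm); concentration-response curves normalized to no-enzyme control.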
Vif-A3F inh: Vif-A3F binding inhibition. HeLa A3F-eYFP + Vif (tagged APOBEC3F with the HIV-1 protein that degrades it), YFP fluorescence increase. hit rate 0.2% among 390,000. Potency, µM (series often up to 46.1 µM), without a hit: at the highest dose activity, negative = active; note: potency is the fitted concentration of half-maximal effect; % of control where 0% means no effect; nearly all actives have a fitted effect of over 65% in size
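HeLa cells stably expressing Vif plus C-terminally eYFP-tagged A3F were seeded, incubated overnight at 37 deg C, dosed with compound, incubated overnight again at 37 deg C. Yellow fluorescence (Ex 488/Em 500-530) reported blocked Vif-mediated A3F-eYFP degradation.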
The depositor's hits bear a star; ? = inconclusive; · = not tested or not shown; & = joins results of further samples; [ ] = dose if it differs, or a comment. Unless noted, calls come from the whole dose curve; as a rule, active = well fitted curve in the direction sought with a large enough effect; inconclusive = small, poorly fitted or top-dose-only effect, or another doubt; inactive = no such curve, though single readings can be large; an effect the other way counts as inactive or inconclusive.

SMILES	LDHA block	RXFP1 agonist	USP1 inh	GRP78 ERSR act	Vif-A3G inh	TrxR1 substrate	PI4K2A inh	IDH1 R132H inh	Vif-A3F inh
COc1ccc(-c2nn(CCC#N)cc2C(=O)NCc2ccccc2)cc1OC	0	0.2%	-12%	-3%	-1%	-4%	0	-5%	-6%
Cc1oc2cc3oc(=O)c(CCC(=O)N4CCCCC4)c(C)c3cc2c1C	4	4.0%	?	-1%	-2%	28%	-2	-2%	-5%
O=C1NC(=O)N(C2CCCCC2)C(=O)C1C1c2ccccc2C(=O)N1Cc1ccccc1 (configuration not stated)	1	0.3%	-16%	-2%	0%	-5%	2	4%	2%
COc1ccc2c(c1)NP(=S)(Oc1ccccc1)N2 (configuration not stated)	3	-2.7%	-22%	15%	1%	7%[57.1 µM]	6	-9%	-3%
O=c1[nH]c(=O)n(-c2ccccc2)c(O)c1N=Nc1ccc(Br)cc1	-5	2.2%	-6%	11%	0%	-11%	2	-7%	-4%
N#CCP(=S)(c1ccccc1)c1ccccc1	-3	1.0%	-21%	-2%	1%	-3%	-13	6%	0%
COc1ccc(CCNCc2ccc(F)cc2)cc1OC	-4	-0.7%	-8%	-3%	1%	-5%	-2	1%	-8%
CN1CCN(C(=O)COc2ccc(S(=O)(=O)Nc3ccc(F)cc3)cc2)CC1	-4	0.3%	-17%	1%	-9%	4%	1	-9%	3%
CN1CCCC2c3ccccc3CCC21 (configuration not stated)	1	·	-13%	-2%	-1%	·	3	-4%	0%
CCCCn1c(O)c(C(C)=NCCCn2ccnc2)c(=O)[nH]c1=O	-2	-0.6%	-8%	0%	0%	-10%	2	0%	1%
O=C(CCc1ccccc1)N1Cc2cc(N3CCCCC3)ccc2-n2nncc2C1	-6	·	·	-3%	0%	·	-4	·	·
CC(=NCCC1=CCCCC1)c1c(O)[nH]c(=O)[nH]c1=O	-4	2.0%	-16%	2%	3%	-5%	12	3%	6%
COC(=O)C1=C(c2ccc(S(C)(=O)=O)cc2)C[C@@H]2CC[C@H]1N2C(=O)N1CCC(O)CC1	-1	·	-29%	-5%	1%	1%	0	0%	0%
COCCCNC(=S)NCCCNc1nc2cc(C)cc(C)c2cc1C#N	-6	4.4%	-26%	2%	0%	30%[activator]	2	5%	-14%
O=C1NC(=O)C2(CCCC2)C(=O)N1	-6	·	-4%	-4%	-5%	-4%	-4	0%	0%

The final two compounds of the part before are carried over, then new ones follow.
SMILES	LDHA block	RXFP1 agonist	USP1 inh	GRP78 ERSR act	Vif-A3G inh	TrxR1 substrate	PI4K2A inh	IDH1 R132H inh	Vif-A3F inh
COCCCNC(=S)NCCCNc1nc2cc(C)cc(C)c2cc1C#N	-6	4.4%	-26%	2%	0%	30%[activator]	2	5%	-14%
O=C1NC(=O)C2(CCCC2)C(=O)N1	-6	·	-4%	-4%	-5%	-4%	-4	0%	0%
CCCCc1cc(=O)oc2c3c(cc(OCC(=O)N4CCC[C@H]4C(=O)O)c12)OC(C)(C)CC3	-9	11%	-13%	-2%	-1%	454%[activator]	2	0%	2%
CC1CN=C(NCc2ccccc2Cl)S1 (configuration not stated)	0	4.3%	-16%	2%	3%	8%	-7	6%	-1%
Cc1ccc(OCCOc2cccc(C=C3C(=O)NC(=O)NC3=O)c2)cc1	-24	-1.3%	-16%	-12%	0%	-5%[57.1 µM]	-24	-4%	2%
COCCNc1oc(-c2ccc(OC)cc2)nc1C#N	-5	3.1%	-2%	4%	1%	234%[activator]	-3	-19%	-5%
CC(C)COc1ccc(Cc2c(O)[nH]c(=S)[nH]c2=O)cc1	-5	-2.7%	-5%	-1%	2%	-6%	-1	1%	5%
Nc1ncn[nH]1	-1	·	-11%	-2%&-6%	2%	7%[57.1 µM]	-6	2%	2%
Cc1cccn2c(=O)c3c(nc12)N1CCc2ccccc2C1C1(C3)C(=O)NC(=O)N(C)C1=O (configuration not stated)	-5	-0.7%	-10%	-6%	0%	3%	1	8%	-6%
CC(C)CN(CC(C)C)c1ccc(C=C2C(=O)NC(=S)NC2=O)cc1[N+](=O)[O-]	-8	-0.2%	?	?	-9%	-7%	-12	?	-13%
O=C(Cc1ccccc1)N1CCN(C2CCCC2)CC1	-17	-1.2%	-4%	-4%	0%	-9%	3	11%	2%
CCOC(=O)C(NC(=O)C(Cc1ccc(N(CCCl)CCCl)cc1)NC(C)=O)C(C)C (configuration not stated)	-6	-0.8%	4%	-3%	3%	1%[57.1 µM]	8	3%	0%
COc1ccc(CCNCc2ccc(SC)cc2)cc1	-5	0.2%	?	-3%	-9%	10%	-3	8%	1%
Oc1ccc(Cl)cc1	-7	·	18%	-2%&-1%&-3%	-2%	-5%	2&3	-8%	-2%
O=c1[nH]c(=S)n(Cc2ccco2)c(O)c1C=NCc1cccs1	-1	0.1%	3%	-5%	-1%	-10%	-57*	-4%	-8%
Cc1cc(C(=O)Nc2ccccc2)nn1C(C)(C)C	-2	2.6%	-8%	1%	2%	-14%[57.1 µM]	-5	8%	2%
O=C(Cc1ccccc1)OCn1nnc2ccccc2c1=O	-2	-0.4%	-1%	-4%	2%	7%	1	0%	0%

Reprinted at random: 5 records from the list, in no set order.
SMILES	LDHA block	RXFP1 agonist	USP1 inh	GRP78 ERSR act	Vif-A3G inh	TrxR1 substrate	PI4K2A inh	IDH1 R132H inh	Vif-A3F inh
COc1ccc(CCNCc2ccc(F)cc2)cc1OC	-4	-0.7%	-8%	-3%	1%	-5%	-2	1%	-8%
Nc1ncn[nH]1	-1	·	-11%	-2%&-6%	2%	7%[57.1 µM]	-6	2%	2%
O=C1NC(=O)N(C2CCCCC2)C(=O)C1C1c2ccccc2C(=O)N1Cc1ccccc1 (configuration not stated)	1	0.3%	-16%	-2%	0%	-5%	2	4%	2%
CC(C)CN(CC(C)C)c1ccc(C=C2C(=O)NC(=S)NC2=O)cc1[N+](=O)[O-]	-8	-0.2%	?	?	-9%	-7%	-12	?	-13%
COc1ccc2c(c1)NP(=S)(Oc1ccccc1)N2 (configuration not stated)	3	-2.7%	-22%	15%	1%	7%[57.1 µM]	6	-9%	-3%

(continued)
SMILES	LDHA block	RXFP1 agonist	USP1 inh	GRP78 ERSR act	Vif-A3G inh	TrxR1 substrate	PI4K2A inh	IDH1 R132H inh	Vif-A3F inh
COc1ccc(C(c2nnnn2-c2c(C)cccc2C)N2CCC3(CC2)C(=O)NCN3c2ccccc2)cc1 (configuration not stated)	-10	·	·	-3%	-6%	·	5	·	·
c1cc2c(cc1NC1=NCCO1)CCCC2	-11	·	-13%	-2%	?	-12%	-1	2%	4%
COc1ccc(-n2c(O)c(C=NCCCn3ccnc3)c(=O)[nH]c2=O)cc1	0	-0.5%	-7%	-2%	0%	-15%	5	2%	0%
C[N+]1(C)[C@@H]2CC(OC(=O)[C@H](CO)c3ccccc3)C[C@H]1[C@@H]1O[C@@H]12 (some centres not stated)	-9&-5	-2.3%&0.0%	13%&-21%	-1%&0%	-1%&-1%	1%&3%	1&-2&-3	30%&3%	-6%&7%
Cc1nn(CCC#N)c2c1P(=S)(N1CCCC1)OC(c1ccc(F)cc1)=N2 (configuration not stated)	-2	2.4%	-10%	-2%	1%	-6%	-2	4%	6%
Cc1cccc(C)c1NC1=NCCCS1	-3	-2.3%	-23%	2%&-1%&-5%&5%&-4%	-2%	8%[57.1 µM]	4&-2&2	-10%	-3%
COC(=O)C1=C(c2ccc(F)cc2OCc2ccccc2)C[C@@H]2CC[C@H]1N2C(=O)NCc1ccccc1Br	-1	1.8%	-14%	-5%	-3%	3%	2	-12%	4%
CCN1C(=O)NC(=O)/C(=C\c2cn(CC(=O)N3CCCCC3)c3ccccc23)C1=O	2	1.5%	-9%	4%	2%	-11%	-16	9%	-5%
COc1cc2c(cc1OC)C(C(=O)N(C)C1CCCCC1)C1CCCCN1C2=O (configuration not stated)	2	0.1%	-10%	-5%	-1%	9%	1	6%	-5%
Cc1cccc(NC(=O)CSc2nnc([C@@H](N)Cc3c[nH]c4ccccc34)o2)c1C	0	0.2%	-2%	-2%	-1%	-10%	2	2%	3%
C=CC[N+]1(C)CC[C@]23c4c5ccc(O)c4O[C@H]2C(=O)CC[C@@]3(O)[C@H]1C5 (some centres not stated)	-15	0.1%	-18%	-1%	-1%	6%	-2	-9%	-2%
CC(c1ccccc1)n1cncc1C(=O)N1CCCC1=O (configuration not stated)	-3	2.3%	-5%	-2%	-1%	5%	1	4%	-12%
Cc1ccccc1N1CCN(C2CCCN(C(=O)COc3ccccc3)C2)CC1 (configuration not stated)	-2	-2.0%	-10%	-7%	1%	-8%	2	15%	2%
CC(C)CNC(=O)c1c(N)n(Cc2ccc3c(c2)OCO3)c2nc3ccccc3nc12	0	1.8%	-21%	-12%	-13%	66%[activator]	-2	-5%	·
O=C(N/N=C/c1c(O)n(-c2ccccc2)c(=S)[nH]c1=O)c1ccccc1	1	-2.8%	1%	-5%	1%	0%[57.1 µM]	3	2%	3%
O=c1c2ccccc2nc(/C=C\c2ccccc2[N+](=O)[O-])n1-c1ccccc1O	-2	1.6%	-10%	-1%	?	-7%	-3	1%	3%

Not all compounds are listed; count on the stated rates, not on these rows.
